CHO-K1 Ca ag – counter-screen for M1 agonists: effect in parental CHO-K1 cells; AID 602248, 2012; Fluo-8 calcium fluorescence; scaled to maximal ATP response, vehicle zero; 360,000 tested, 0.48% active; activation, % at 3 µM; in the data active = activation above about 15%;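 note: untransfected CHO-K1 host cells lacking M1 receptor as counterscreen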
OXTR potentiate – human OXTR potentiators, primary screen, fluorescence, CHO-OTR cells, Fluo-8 calcium; Oxytocin receptor (Homo sapiens), P30559; AID 2445, 2010; Fluo-8 calcium fluorescence, potentiator mode; 0% = oxytocin EC15, 100% = EC100; 320,000 tested, 0.061% active; activation, % at 3 µM;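 active = activation above that plate's cutoff, the mean activation of tested compounds plus 3 SD, cut at about 6.6% in these data, passing the limit was not always enough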;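 note: 100% uses oxytocin at 75 nM as the full agonist control; some results filed as inactive read as strong as hits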
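Dosing: Single dose, 3.0 µM nominal final compound concentration | Material: Human OTR in CHO cells | Technique: Kinetic Fluo-8 calcium fluorescence | Benchmarks: EC15 oxytocin alone as 0%, 75 nM oxytocin as 100% | Probe or stimulus: Oxytocin at about EC15, sub-maximal agonist stimulus | Incubation: Compound 6 min at room temperature before oxytocin, 100 s read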
TAAR1 antag – human TAAR1 antagonists, primary screen, Fluo-8 calcium fluorescence, CHO RD-HGA16 cells; Trace amine-associated receptor 1 (Homo sapiens), Q96RJ0; antagonist; inhibition, % at 3 µM; 360,000 tested, 1.5% active; AID 624466, 2012;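 active = inhibition above a per-plate cutoff, the mean inhibition of test compounds on that plate plus 3 SD, cut at about 49% in these data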;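 note: 0% = DMSO plus EC80 beta-PEA response and 100% = DMSO alone without agonist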
Target sequence (Q96RJ0 whole entry, looked up): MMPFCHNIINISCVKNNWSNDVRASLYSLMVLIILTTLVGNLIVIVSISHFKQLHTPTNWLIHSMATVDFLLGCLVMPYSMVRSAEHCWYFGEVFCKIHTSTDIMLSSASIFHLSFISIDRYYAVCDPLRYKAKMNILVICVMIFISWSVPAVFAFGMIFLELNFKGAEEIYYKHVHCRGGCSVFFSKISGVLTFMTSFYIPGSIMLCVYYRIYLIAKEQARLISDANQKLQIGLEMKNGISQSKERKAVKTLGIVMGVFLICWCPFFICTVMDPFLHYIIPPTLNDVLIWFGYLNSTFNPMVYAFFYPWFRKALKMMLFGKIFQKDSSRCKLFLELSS
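test system = CHO RD-HGA16 cells bearing hTAAR1 | replication = singlicate | controls = DMSO-only wells and EC80 β-PEA-stimulated wells | reagent = EC80 β-phenethylamine stimulus | read-out basis = percent inhibition of PEA-evoked calcium signal, max/basal emission ratio | schedule = seeding 17-24 h prior, 75-min 37 °C, 30-min RT dye loading | signal = kinetic Fluo-8 calcium fluorescence measurement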
V1R ag counter – agonists of human V1a receptor, primary screen, counter-screen for OXTR agonist project, fluorescence, CHO-V1R cells; Vasopressin V1a receptor (Homo sapiens), P37288; Fluo-8 calcium fluorescence, agonist mode; 0% DMSO, 100% 3 nM vasopressin; activation, % at 3 µM; 320,000 tested, 0.25% active;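 active = activation above the mean activation of all tested compounds plus 3 SD, per screening run, cut at about 20% in these data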;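 note: signal is peak over basal fluorescence ratio across a 100 second FLIPR read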
Target sequence (P37288 whole entry, looked up): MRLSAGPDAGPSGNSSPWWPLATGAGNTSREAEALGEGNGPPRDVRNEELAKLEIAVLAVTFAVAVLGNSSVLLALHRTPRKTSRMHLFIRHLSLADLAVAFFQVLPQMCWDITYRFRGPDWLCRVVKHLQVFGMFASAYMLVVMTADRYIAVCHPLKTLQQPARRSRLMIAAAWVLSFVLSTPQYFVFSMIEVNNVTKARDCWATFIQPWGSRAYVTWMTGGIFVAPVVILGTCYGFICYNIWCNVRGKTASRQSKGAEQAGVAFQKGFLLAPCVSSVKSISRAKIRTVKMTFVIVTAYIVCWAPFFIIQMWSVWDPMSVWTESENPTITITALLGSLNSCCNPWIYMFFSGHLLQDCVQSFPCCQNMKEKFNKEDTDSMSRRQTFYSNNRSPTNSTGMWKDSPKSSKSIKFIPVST
TAAR1 ag – human TAAR1 agonists, primary screen, Fluo-8 calcium fluorescence, CHO RD-HGA16 cells; 360,000 tested, 0.99% active; AID 624467, 2012; Trace amine-associated receptor 1 (Homo sapiens), Q96RJ0; vehicle wells 0%, saturating PEA agonist 100%; activation, % at 3 µM;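 active = activation above the mean activation of all test compounds in the run plus 3 SD, cut at about 38% in these data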
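Test system: RD-HGA16 (CHO) cells co-expressing Gα16 and hTAAR1 | Doses: Single dose, 3 µM | Schedule: 17-24 h seeding, 75 min 37 °C dye, 30 min RT | Evaluation: % activation from peak over basal fluorescence ratio, DMSO-to-PEA scaled | Technique: Kinetic Fluo-8 calcium fluorescence | Benchmarks: Low control DMSO, high control PEA (EC100)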
CHO parental Ca – ATP-evoked calcium signal inhibitors, parental CHO, primary screen, counter-screen for OX1R antagonist project, cell-based, fluorescence, Fluo-8 calcium dye. parental CHO-K1, ATP-induced calcium, Fluo-8 fluorescence. inhibition, % at 5.6 µM. 330,000 tested, 0.63% active. AID 463079, 2010;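 active = inhibition above that plate's mean sample inhibition plus 3 SD, cut at about 26% in these data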;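 note: 0% = ATP-challenged DMSO wells and 100% = DMSO wells without ATP; some compounds past the cut are filed as inactive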
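Material: Parental CHO cells | Reagent: ATP | Compound dosing: Single nominal dose of 5.6 µM per compound | Detection: Intracellular calcium via Fluo-8 no-wash fluorescent dye | Read-out: % inhibition of ATP-induced calcium mobilization | Benchmarks: Low control ATP plus DMSO, high control DMSO only | Replicates: Singlicate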
CHO-K1 Ca PAM – nonselective calcium activators in parental CHO-K1 cells, primary screen, counter-screen for M1 PAM project, cell-based, Fluo-8 calcium fluorescence, full deck, 1536-well | ATP EC20; 0% at ATP EC20, 100% at ATP max | activation, % at 3 µM | 360,000 tested, 0.02% active | AID 602247, 2012;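 active = activation above the run cutoff, the mean activation of all test compounds plus 3 SD, cut at about 40% in these data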;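 note: peak over basal fluorescence ratio in a 140 s read after ATP addition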
CHO-K1 Ca antag – M1 antagonist counterscreen hit in parental CHO-K1 cells; ATP-induced calcium, Fluo-8 fluorescence; inhibition, % at 3 µM; 360,000 tested, 0.6% active; AID 602250;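 active = inhibition above a per-plate cutoff, the plate's mean sample inhibition plus 3 SD, cut at about 24% in these data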;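 note: 0% = DMSO plus EC80 ATP and 100% = DMSO alone without ATP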
CHRM1 agonist – human M1 muscarinic receptor agonists, primary screen, Fluo-8 calcium fluorescence, CHO-K1 cells, HTS; 360,000 tested, 0.33% active; CHO-K1 hM1, agonist mode; 0% DMSO, 100% acetylcholine EC100; activation, % at 3 µM; AID 588814, 2011; Muscarinic acetylcholine receptor M1 (Homo sapiens), P11229;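 active = activation above the run's mean compound activation plus 3 SD, cut at about 16% in these data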;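 note: peak over basal fluorescence ratio within a 140 s kinetic read after compound addition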
Active calls of the source: *.

Results for Cc1nn(-c2ccccc2)c(C)c1C(=O)N1CCN(S(=O)(=O)c2ccccc2)CC1 ?
CHO-K1 Ca ag: 1.6; OXTR potentiate: -1; TAAR1 antag: 17; V1R ag counter: 1.4; TAAR1 ag: 2; CHO parental Ca: -11; CHO-K1 Ca PAM: -16; CHO-K1 Ca antag: 2; CHRM1 agonist: -3

What do the screens show for `CN(Cc1nc2ccccc2c(=O)[nH]1)C(=O)c1cc(C2CC2)nn1-c1ccccc1`?
CHO-K1 Ca ag: 4.8; OXTR potentiate: -6; TAAR1 antag: 36; V1R ag counter: 2.5; TAAR1 ag: 11; CHO parental Ca: -30; CHO-K1 Ca PAM: 12; CHO-K1 Ca antag: -20; CHRM1 agonist: -4

What do the screens show for `CC(O)C(=O)N/N=C/c1cccc(Cl)c1Cl` (stereo unspecified)?
CHO-K1 Ca ag: 0.5; OXTR potentiate: -3; TAAR1 antag: 13; V1R ag counter: -0.3; TAAR1 ag: 8; CHO parental Ca: -13; CHO-K1 Ca PAM: 21; CHO-K1 Ca antag: -10; CHRM1 agonist: -3

How did Cc1cc(C)nc(Nc2nc3ccccc3s2)n1 do in these assays?
CHO-K1 Ca ag: 1.1; OXTR potentiate: -5; TAAR1 antag: 4; V1R ag counter: 0.1; TAAR1 ag: -1; CHO parental Ca: 0; CHO-K1 Ca PAM: 27; CHO-K1 Ca antag: -12; CHRM1 agonist: -4

What do the screens show for `Cc1ccc(C2/C(=C(/O)c3ccccc3)C(=O)C(=O)N2CCN2CCOCC2)o1` (stereo unspecified)?
CHO-K1 Ca ag: 0.2; OXTR potentiate: 3; TAAR1 antag: 8; V1R ag counter: 0.0; TAAR1 ag: 8; CHO parental Ca: -2; CHO-K1 Ca PAM: 7; CHO-K1 Ca antag: -1; CHRM1 agonist: -4

What do the screens show for `COc1cc(-n2nnnc2SC)c(OC)cc1Cl`?
CHO-K1 Ca ag: 0.7; OXTR potentiate: -6; TAAR1 antag: -3; V1R ag counter: -0.3; TAAR1 ag: -1; CHO parental Ca: -21; CHO-K1 Ca PAM: 21; CHO-K1 Ca antag: -11; CHRM1 agonist: -1

What do the screens show for `O=C(COc1cccc2cccnc12)Nc1nccs1`?
CHO-K1 Ca ag: 1.4; OXTR potentiate: -2; TAAR1 antag: 7; V1R ag counter: 0.0; TAAR1 ag: 4; CHO parental Ca: -12; CHO-K1 Ca PAM: 18; CHO-K1 Ca antag: -1; CHRM1 agonist: -4

How did COc1cccc(-c2n[nH]c3c2CCC3)c1 do in these assays?
CHO-K1 Ca ag: 0.3; OXTR potentiate: -5; TAAR1 antag: -3; V1R ag counter: -0.3; TAAR1 ag: 13; CHO parental Ca: -11; CHO-K1 Ca PAM: 7; CHO-K1 Ca antag: -1; CHRM1 agonist: -6

What do the screens show for `Cc1cccc(N2CCN(C(=O)Cn3cccc3C(=O)c3ccccc3)CC2)c1C`?
CHO-K1 Ca ag: 2.2; OXTR potentiate: -22; TAAR1 antag: 28; V1R ag counter: 0.8; TAAR1 ag: 7; CHO parental Ca: -20; CHO-K1 Ca PAM: -3; CHO-K1 Ca antag: -1; CHRM1 agonist: -2

Results for O=C(NCCCN1CCCC1=O)c1ccc([N+](=O)[O-])s1 ?
CHO-K1 Ca ag: 0.5; OXTR potentiate: -2; TAAR1 antag: -33; V1R ag counter: 0.8; TAAR1 ag: 2; CHO parental Ca: -15; CHO-K1 Ca PAM: 7; CHO-K1 Ca antag: -2; CHRM1 agonist: -4

How did Cc1cnc(NC(=O)CSc2nnc(-c3ccc(Cl)cc3Cl)n2N)s1 do in these assays?
CHO-K1 Ca ag: 0.5; OXTR potentiate: -12; TAAR1 antag: 3; V1R ag counter: -0.2; TAAR1 ag: 19; CHO parental Ca: -2; CHO-K1 Ca PAM: 11; CHO-K1 Ca antag: -5; CHRM1 agonist: -4

Results for Cn1c(CCN2CCN(c3ccccc3)CC2)nc2cc(NC(=O)c3ccco3)ccc21 ?
CHO-K1 Ca ag: 7.4; OXTR potentiate: -5; TAAR1 antag: 0; V1R ag counter: -1.4; TAAR1 ag: 1; CHO parental Ca: -32; CHO-K1 Ca PAM: 8; CHO-K1 Ca antag: -6; CHRM1 agonist: -5

Results for Cc1ccccc1C(=O)c1cccn1CC(=O)NCCN1CCN(c2cccc(C)c2C)CC1 ?
CHO-K1 Ca ag: 0.8; OXTR potentiate: -23; TAAR1 antag: -12; V1R ag counter: 4.3; TAAR1 ag: 4; CHO parental Ca: -23; CHO-K1 Ca PAM: 19; CHO-K1 Ca antag: -7; CHRM1 agonist: -2

How did Cc1cc(NS(=O)(=O)c2ccc(NC(=O)Nc3ccc4c(c3)OCO4)cc2)no1 do in these assays?
CHO-K1 Ca ag: 0.1; OXTR potentiate: -1; TAAR1 antag: 3; V1R ag counter: 0.5; TAAR1 ag: 2; CHO parental Ca: -7; CHO-K1 Ca PAM: 4; CHO-K1 Ca antag: 2; CHRM1 agonist: -2

How did CC(Oc1ccc(Cl)cc1)c1ccc(C#N)c(=O)[nH]1 (stereo unspecified) do in these assays?
CHO-K1 Ca ag: 0.2; OXTR potentiate: -3; TAAR1 antag: -6; V1R ag counter: 1.2; TAAR1 ag: 0; CHO parental Ca: -4; CHO-K1 Ca PAM: -15; CHO-K1 Ca antag: 21; CHRM1 agonist: -12

What do the screens show for `CN1C(=O)[C@H]2[C@@H](c3ccccc3)N[C@]3(CCCN(Cc4ccco4)C3=O)[C@H]2C1=O`?
CHO-K1 Ca ag: 0.6; TAAR1 antag: -11; TAAR1 ag: 1; CHO-K1 Ca PAM: 11; CHO-K1 Ca antag: -9; CHRM1 agonist: 1

How did CCC(C)(C)NC(=O)CN(C(=O)CCC(=O)Nc1nccs1)c1cccc(C)c1 do in these assays?
CHO-K1 Ca ag: -0.3; OXTR potentiate: -1; TAAR1 antag: -17; V1R ag counter: -0.4; TAAR1 ag: 8; CHO parental Ca: -20; CHO-K1 Ca PAM: 2; CHO-K1 Ca antag: -3; CHRM1 agonist: -3

Results for CCN(CC(=O)NCc1ccccn1)S(=O)(=O)c1ccc(OC)cc1 ?
CHO-K1 Ca ag: 0.0; OXTR potentiate: 0; TAAR1 antag: -16; V1R ag counter: 0.4; TAAR1 ag: 5; CHO parental Ca: 5; CHO-K1 Ca PAM: 12; CHO-K1 Ca antag: 1; CHRM1 agonist: -3

How did COCCCNC(=O)C[C@H]1C[C@H](C(=O)N2CCCCC2)[C@@]2(CCc3ccccc3)c3[nH]c4ccc(Cl)cc4c3CCN2C1=O do in these assays?
CHO-K1 Ca ag: 0.7; TAAR1 antag: -25; TAAR1 ag: 1; CHO parental Ca: -9; CHO-K1 Ca PAM: 17; CHO-K1 Ca antag: -15; CHRM1 agonist: -1

Results for Cc1ccc(O)c(N=Nc2ccc(S(=O)(=O)N3CCOCC3)cc2)c1 ?
CHO-K1 Ca ag: 0.8; OXTR potentiate: -21; TAAR1 antag: 4; V1R ag counter: 2.3; TAAR1 ag: -1; CHO parental Ca: -6; CHO-K1 Ca PAM: -10; CHO-K1 Ca antag: -2; CHRM1 agonist: -6

Brought forward from above: 2 compounds, followed by the next part.
How did COCCCNC(=O)C[C@H]1C[C@H](C(=O)N2CCCCC2)[C@@]2(CCc3ccccc3)c3[nH]c4ccc(Cl)cc4c3CCN2C1=O do in these assays?
CHO-K1 Ca ag: 0.7; TAAR1 antag: -25; TAAR1 ag: 1; CHO parental Ca: -9; CHO-K1 Ca PAM: 17; CHO-K1 Ca antag: -15; CHRM1 agonist: -1

Results for Cc1ccc(O)c(N=Nc2ccc(S(=O)(=O)N3CCOCC3)cc2)c1 ?
CHO-K1 Ca ag: 0.8; OXTR potentiate: -21; TAAR1 antag: 4; V1R ag counter: 2.3; TAAR1 ag: -1; CHO parental Ca: -6; CHO-K1 Ca PAM: -10; CHO-K1 Ca antag: -2; CHRM1 agonist: -6

How did COC(=O)c1cccc(NC(=O)CN2CCc3ccccc3C2)c1 do in these assays?
CHO-K1 Ca ag: 1.2; OXTR potentiate: -6; TAAR1 antag: 4; V1R ag counter: 0.8; TAAR1 ag: 16; CHO parental Ca: -27; CHO-K1 Ca PAM: -9; CHO-K1 Ca antag: 2; CHRM1 agonist: -2

Results for NS(=O)(=O)c1ccc(NCCCn2ccnc2)c([N+](=O)[O-])c1 ?
CHO-K1 Ca ag: -0.7; OXTR potentiate: -5; TAAR1 antag: -3; V1R ag counter: 0.2; TAAR1 ag: 0; CHO parental Ca: 7; CHO-K1 Ca PAM: 4; CHO-K1 Ca antag: 14; CHRM1 agonist: -9

Results for C/C(CC(=O)Nc1cccc(Cl)c1Cl)=N\NC(=O)c1ccccc1Br ?
CHO-K1 Ca ag: 0.1; OXTR potentiate: -19; TAAR1 antag: -7; V1R ag counter: -0.7; TAAR1 ag: -1; CHO parental Ca: -29; CHO-K1 Ca PAM: 11; CHO-K1 Ca antag: -6; CHRM1 agonist: -6

Results for CC1CN(Cc2nc3ccccc3c(=O)[nH]2)CC(C)O1 (stereo unspecified) ?
CHO-K1 Ca ag: 5.0; OXTR potentiate: -18; TAAR1 antag: 0; V1R ag counter: -0.2; TAAR1 ag: 2; CHO parental Ca: -6; CHO-K1 Ca PAM: 8; CHO-K1 Ca antag: 7; CHRM1 agonist: -6

Results for Oc1c(N=NC(=S)Nc2ccccc2F)c2ccccc2n1Cc1ccc(Cl)cc1 ?
CHO-K1 Ca ag: 0.8; OXTR potentiate: -10; TAAR1 antag: -9; V1R ag counter: -1.1; TAAR1 ag: 8; CHO parental Ca: -8; CHO-K1 Ca PAM: -3; CHO-K1 Ca antag: -17; CHRM1 agonist: -3

From PubChem BioAssay
